# Bioassay records from PubChem.
# yeast bub3: NCI yeast anticancer drug screen, S. cerevisiae bub3 mutant strain | % growth inhibition at 50 µM | 78,000 compounds, 9.9% hits;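 note: 0% = growth of vehicle-only cultures of the same strain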
#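 Whole-cell yeast assay. The mutant strain was incubated with compounds, and growth inhibition was determined by comparison with vehicle-treated cells.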
# mlh1 rad18: NCI yeast anticancer drug screen, S. cerevisiae mlh1 rad18 strain; % growth inhibition at 50 µM; 79,000 compounds, 11% hits; AID 175;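 note: 0% = growth of vehicle-only cultures of the same strain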
#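 A repair-deficient yeast strain is exposed to test compound, and growth is scored relative to vehicle-treated controls.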
# yeast sgs1 mgt1: NCI yeast anticancer drug screen, S. cerevisiae sgs1 mgt1 strain; % growth inhibition at 50 µM; 78,000 compounds, 10% hits; AID 161;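 note: 0% = growth of vehicle-only cultures of the same strain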
#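 This yeast growth screen uses a strain with defined DNA-repair lesions; compound-treated growth is compared with vehicle-treated growth.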
# rad50: NCI yeast anticancer drug screen, S. cerevisiae rad50 strain | 79,000 compounds, 10% hits | growth inhibition, % at 50 µM;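 note: 0% = growth of vehicle-only cultures of the same strain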
#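 Cells are treated with compound, grown, and their growth is then scored against vehicle-only cultures of the same repair-deficient yeast strain.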
# yeast mec2-1: NCI yeast anticancer drug screen, S. cerevisiae mec2-1 strain | growth inhibition, % at 50 µM | 79,000 compounds, 9% hits;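 note: 0% = growth of vehicle-only cultures of the same strain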
#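 Each compound was tested on mec2-1 yeast, a strain altered in DNA damage repair or cell cycle control. Growth inhibition is reported relative to vehicle.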
# yeast cln2 rad14: NCI yeast anticancer drug screen, S. cerevisiae cln2 rad14 strain; growth inhibition, % at 50 µM; 78,000 compounds, 8.3% hits; AID 165;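 note: 0% = growth of vehicle-only cultures of the same strain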
#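 cln2 rad14 yeast strain; compound exposure; growth inhibition read vs vehicle controls.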
# * = called active by the depositor; / = not tested or not shown; & = joins results of further samples. Cut-off read from the data, not from the text of the source: active = growth inhibition above about 70%; inactive = the rest.
1: Cc1ccc(-c2c(C#N)c(-c3ccc([N+](=O)[O-])cc3)c(C#N)c(=O)n2NS(=O)(=O)c2ccccc2)cc1
2: CCN(CC)C(=S)Sc1nsc(SC(=S)N(CC)CC)c1C#N
3: CN(C)C[C@H]1CC[C@@H](CN(C)C)C1=O
4: Cc1ccc(NC(=O)c2c(Cl)c(Cl)c(Cl)c(Cl)c2C(=O)O)cc1Cl
5: CCCCCC(/C=N\Nc1nnc(N/N=C\C(=C\c2ccccc2)CCCCC)c2ccccc12)=C/c1ccccc1
6: Oc1c(O)c(O)c2ccccc2c1O
7: Cc1nc([N+](=O)[O-])cn1CC(=N)N
8: Cn1cnc([N+](=O)[O-])c1Sc1ncccn1

compound no.,1,2,3,4,5,6,7,8
yeast bub3,15,-21,35,2,2,-3,-26,-16
mlh1 rad18,1,-22,75*,-1,6,20,-39,-13
yeast sgs1 mgt1,24,-11,38,8,17,6,-16,-34
rad50,23,-23,70,-10,25,-11,-23,-7
yeast mec2-1,17,-28,57,4,11,-6,-29,-17
yeast cln2 rad14,27,0,24,-6,20,-28,-5,14

9: O=[N+]([O-])c1ccc(NC(c2ccccc2)c2ccc3cccnc3c2O)cc1 (centres undefined)
10: NS(=O)(=O)c1ccc(Nc2c3ccccc3nc3c(C(=O)NCCCN(CCO)CCO)cccc23)cc1
11: COc1ccc(SCc2ccc(C(=O)O)cc2[N+](=O)[O-])cc1
12: c1ccc(Cc2[nH]nc(-c3n[nH]c(Cc4ccccc4)c3-c3ccccc3)c2-c2ccccc2)cc1
13: Cc1cc(C(C)(C)CC(C)(C)C)ccc1O
14: O=C1CC(c2ccccc2)Oc2ccccc21 (centres undefined)
15: CCCC[n+]1cc(C(N)=O)cc2ccccc21
16: CCNC(=O)N(CC)CN(CC)C(=O)NCC

compound no.,9,10,11,12,13,14,15,16
yeast bub3,-3,-17,16,-21,92*,-25,6,-12
mlh1 rad18,-10,35,25,8,93*,-24,9,-8
yeast sgs1 mgt1,0,-25,46,-10,94*,-17,3,-1
rad50,-6,-2,19,-29,92*,-24,-4,5
yeast mec2-1,-20,-10,14,18,92*,-58,7,-12
yeast cln2 rad14,-15,30,33,-8,93*,8,-44,18

# Some of the entries above in a different format.
# Each structure is followed by: yeast bub3 | mlh1 rad18 | yeast sgs1 mgt1 | rad50 | yeast mec2-1 | yeast cln2 rad14
14: O=C1CC(c2ccccc2)Oc2ccccc21 (centres undefined)
    -25 | -24 | -17 | -24 | -58 | 8
13: Cc1cc(C(C)(C)CC(C)(C)C)ccc1O
    92* | 93* | 94* | 92* | 92* | 93*

# Continuation:
17: O=C1N=C2C=CC=CN2CC1O (centres undefined)
18: CN1CC(c2ccccc2)N(CCCCN2CC(c3ccccc3)N(C)CC2c2ccccc2)CC1c1ccccc1 (centres undefined)
19: COC(=O)/C(C#N)=C\c1cccc(O)c1
20: NCC(=O)NCC(=O)NC(Cc1ccccc1)C(=O)O (centres undefined)
21: Cc1cc2nc(C(C)(C)O)[nH]c2cc1C
22: NC(N)=S
23: NN1CCCCC1C(=O)O (centres undefined)
24: COc1ccc(NC(=O)C(Br)C(Br)c2ccccc2)c(Cl)c1 (centres undefined)

compound no.,17,18,19,20,21,22,23,24
yeast bub3,12,-4,5,/,2,4&4,8,97*
mlh1 rad18,15,-1,-3,-6,13,-9&0,-3,97*
yeast sgs1 mgt1,-8,-4,2,/,3,9&-6,-12,97*
rad50,0,-8,2,-10,0,7&-10,-8,97*
yeast mec2-1,-11,1,16,-11,-5,-12&-2,-16,97*
yeast cln2 rad14,-13,-3,-4,/,8,2&33,6,97*

25: Nc1ncc(N)c(NCC2(CO)CC(CCc3ccccc3)C2)n1 (centres undefined)
26: CN(C)c1ncnc2c1ncn2C1OCC(O)C(O)C1O (centres undefined)
27: CN(C)c1ccc(C=Nc2ccc3c(c2)C(N2CCOCC2)c2ccccc2-3)cc1 (centres undefined)
28: CC(Cc1ccccc1)NC(=O)C1CC2CCCCN2C1C (centres undefined)
29: O=c1[nH]cnc2n[nH]c(Br)c12
30: CC(C)(N=Nc1ccc([N+](=O)[O-])cc1)[N+](=O)[O-]
31: CCOC(=O)c1c(C(=O)OCC)c(C)n(/N=N/n2c(C)c(C(=O)OCC)c(C(=O)OCC)c2C)c1C
32: O=[N+]([O-])c1ccc(C2=NN(c3ccccc3)C(c3ccccc3)C2)cc1 (centres undefined)

compound no.,25,26,27,28,29,30,31,32
yeast bub3,-43,-3,-16,46,-11,47,-1,9
mlh1 rad18,-10,1,0,49,0,97*,13,4
yeast sgs1 mgt1,-41,4,-38,57,6,83*,24,0
rad50,-11,12,-15,5,-3,96*,29,8
yeast mec2-1,-29,2,-7,20,-2,54,10,3
yeast cln2 rad14,-36,9,-5,46,-34,97*,26,-6

33: Cc1cccc(O)c1C(=O)O
34: CCC(C)Nc1c([N+](=O)[O-])cc(C(F)(F)F)cc1[N+](=O)[O-] (centres undefined)
35: CC(C)=CC=O
36: O=c1cc(-c2ccccc2)nc(Sc2ccc([N+](=O)[O-])cc2[N+](=O)[O-])[nH]1
37: CC(=O)Nc1cc2cc(N)ccc2oc1=O
38: O=C(CCl)N1CCC(CC2(c3cc4ccccc4[nH]3)OCCO2)CC1
39: COC(=O)CCCCCCC/C=N\NC(N)=O
40: Cc1cc2nc(/C(C#N)=C/c3cc(Cl)cc(Cl)c3O)[nH]c2cc1C

compound no.,33,34,35,36,37,38,39,40
yeast bub3,9,15,7,3,15,10,-21,19
mlh1 rad18,0,4,-6,8,17,1,-13,-3
yeast sgs1 mgt1,-16,8,-7,-11,9,30,-8,33
rad50,-8,7,10,1,-6,-1,-6,16
yeast mec2-1,-12,3,-14,0,0,15,-25,22
yeast cln2 rad14,-9,-22,2,3,10,-5,2,28

41: CCn1c(=O)c2c3ccc(O)cc3oc2c2ccc(O)cc21
42: NC1Cc2ccccc2OC1=O (centres undefined)
43: Nc1ncc([N+](=O)[O-])c(=O)[nH]1
44: CC(C)=C(C)CCC(C)CC(C)O (centres undefined)
45: CCC(=O)/C(C)=C/c1c(C)[nH]c2ccccc12
46: CC(C)NCC(O)c1ccc(O)c(O)c1 (centres undefined)
47: COC(=O)C1(NC(=O)C(CC(=O)OCc2ccccc2)NC(=O)OCc2ccccc2)CCCCCCC1 (centres undefined)
48: Cc1ccc(C)c2c1-c1c(C)ccc(C)c1-2

compound no.,41,42,43,44,45,46,47,48
yeast bub3,15,-22,1,-6,-1,27&19,44,-1
mlh1 rad18,11,-25,27,-6,33,-5&0,53,8
yeast sgs1 mgt1,-19,-12,-1,0,-4,16&-3,31,1
rad50,-22,-24,-30,-3,34,-21&32,16,6
yeast mec2-1,-15,-34,-14,-14,18,-23&-11,39,6
yeast cln2 rad14,1,-11,-4,-6,-48,-52&15,64,-14

# Excerpt, nos. 44 to 45
44: CC(C)=C(C)CCC(C)CC(C)O (centres undefined)
45: CCC(=O)/C(C)=C/c1c(C)[nH]c2ccccc12

compound no.,44,45
yeast bub3,-6,-1
mlh1 rad18,-6,33
yeast sgs1 mgt1,0,-4
rad50,-3,34
yeast mec2-1,-14,18
yeast cln2 rad14,-6,-48

# Carrying on.
49: NC(=O)NC(=O)C1C2CC3OC(=O)C1C3C2 (centres undefined)
50: COc1ccc(/C=C2\CCC(CN(C)C)C2=O)cc1 (centres undefined)
51: NC(Cc1ccc(S(=O)(=O)O)cc1)C(=O)NC(Cc1ccc(S(=O)(=O)O)cc1)C(=O)NC(Cc1ccc(S(=O)(=O)O)cc1)C(=O)O (centres undefined)
52: O=C(Nc1ccccc1)N1CCOCC1
53: O=C(N/N=C/c1ccc2c(c1)OCO2)C1CC1
54: Cc1nc(Nc2ccccc2C)c2ccsc2n1
55: O=C(O)c1ccc(O)c(N=Nc2cc(S(=O)(=O)O)c3ccccc3c2O)c1
56: N#CC1C(=O)NC(=O)C(C#N)C12CCCc1sccc12 (centres undefined)

compound no.,49,50,51,52,53,54,55,56
yeast bub3,2,93*,9,2,-2,51,-6,/
mlh1 rad18,21,89*,-8,-12,26,48,-13,-7
yeast sgs1 mgt1,-3,93*,27,6,-10,43,7,/
rad50,14,94*,-4,-19,-11,41,-1,-11
yeast mec2-1,-4,93*,-15,-39,4,50,-11,-6
yeast cln2 rad14,-38,92*,-10,2,-9,75*,12,/

57: CCCCCCCCCCCCCCC(=O)c1ccccc1
58: Cc1ccc(C)c(NC(=O)Oc2ccc(Cl)cc2Cl)c1
59: Oc1ccc(N=Cc2ccccc2)cc1
60: NC(N)=NC(N)=Nc1ccc2ccccc2c1
61: CCN(CC)c1ccc(N=Cc2cc(=O)n(C)c3ccccc23)cc1
62: COc1ccc(C2=CCCCc3cc(O)c(OC)cc32)cc1
63: Cc1c(N=Nc2c(S(=O)(=O)O)cc3cc(S(=O)(=O)O)c(N=Nc4c(C)n(C)n(-c5ccccc5)c4=O)c(O)c3c2O)c(=O)n(-c2ccccc2)n1C
64: CC(C)CC(C)N=C1CC2CCC1(C)C2(C)C (centres undefined)

compound no.,57,58,59,60,61,62,63,64
yeast bub3,9,18,-6,9,-11,98*,-29,-7
mlh1 rad18,-3,36,-3,23,2,97*,-7,-7
yeast sgs1 mgt1,4,10,-2,17,-23,97*,4,-3
rad50,21,-2,22,58,5,94*,3,-32
yeast mec2-1,-9,33,1,12,-16,97*,33,-25
yeast cln2 rad14,5,-12,-15,20,0,80*,36,-14

65: COC(=O)c1cc2c(nn1)C(=O)Nc1ccccc1C2(C)C
66: CCOC(=O)c1c(C)c(C(C)=O)c2ccccn12
67: O=C1CCCC2=C1CC1=C(CCCC1=O)N2c1cccc2ccccc12
68: c1ccc2nc3c(nc2c1)sc1ccccc13
69: C[Si](C)(OCCS(=O)(=O)O)C1(Cc2cccc3ccccc23)S(=O)(=O)OCCOS1(=O)=O
70: CCc1ccc(OC/C=C(\C)CCC2OC2(C)CC)cc1 (centres undefined)
71: O=S(=O)(c1ccc(Br)cc1)S(=O)(=O)c1ccc(Br)cc1
72: CSC(SC)=C1C(=O)NC(Cc2ccccc2)C1=O (centres undefined)

compound no.,65,66,67,68,69,70,71,72
yeast bub3,-24,5,22,33,13,32,23,50
mlh1 rad18,-22,-3,28,62,17,-3,-16,83*
yeast sgs1 mgt1,-28,-20,13,11,3,20,-23,72*
rad50,-5,-18,8,93*,14,-4,-23,80*
yeast mec2-1,-11,-17,-16,32,-10,4,1,36
yeast cln2 rad14,-10,-27,10,36,18,4,-14,37

73: COC(=O)CN(CC(=O)NCCCBr)C1CCCCC1N(CC(=O)OC)CC(=O)OC (centres undefined)
74: Nc1nc(N)c(N=O)c(Nc2cccc(Br)c2)n1
75: O/N=C/c1ncccc1O
76: Cc1ccc2c(c1)C1(SC(C)C(=O)N1c1ccc(Br)cc1)C(=O)N2 (centres undefined)
77: O=C(O)/C(I)=C(\I)c1ccccc1
78: CC1=CC2C3C(=O)OC(=O)C3C1C(Cc1ccccc1)N2C (centres undefined)
79: COc1ccc2c(c1)CCC(c1cccc(=O)n1C)C2 (centres undefined)
80: CCCCCCCCCCCCCCCCC(C(=O)O)C(O)(CC(=O)O)C(=O)O (centres undefined)

compound no.,73,74,75,76,77,78,79,80
yeast bub3,-27,56,-2,-14,2,-7,29,33&-8
mlh1 rad18,-23,5,11,7,8,22,9,32&7
yeast sgs1 mgt1,10,-7,-15,9,5,11,-2,43&14
rad50,-24,1,6,7,-1,14,-9,42&3
yeast mec2-1,-17,14,-5,5,-7,-2,12,17&-15
yeast cln2 rad14,-23,77*,9,20,-9,13,-25,17&-11

81: CCC(c1ccc(OC)cc1)c1cc2c(cc1OCCO)OCO2 (centres undefined)
82: CCCCCCC(=O)N1SC(NC(=O)OC)=Nc2ccccc21
83: CCn1c2ccccc2c2cc(N)ccc21
84: C[n+]1c(/C=C\C=C\c2ccccc2)sc2ccccc21
85: CC(C)C1CCC2(CC1)CCN(CCCN(C)C)CC2
86: O=C(CN1CCCCC1)NC(=O)c1ccccc1
87: O=c1[nH]c2ccccc2nc1/C=C/n1c(=S)[nH]c2ccccc21
88: CCOC(=O)C(Cc1cn(S(=O)(=O)c2ccccc2)c2ccccc12)(NC(C)=O)C(=O)OCC
89: CCCCCC/C=C/CCCCCCCc1cccc(OC)c1 (tested in a mixture with another compound)
90: COc1ccc(CNc2cnc3ccc(N)cc3n2)cc1

compound no.,81,82,83,84,85,86,87,88,89,90
yeast bub3,58,70,34,3,7,1,-33,68,1,-31
mlh1 rad18,96*,41,51,11,-8,-8,-21,75*,12,-35
yeast sgs1 mgt1,82*,28,33,16,9,-8,-46,70*,4,-20
rad50,71*,6,46,17,-5,-9,-31,62,4,-48
yeast mec2-1,66,7,3,2,25,-12,-28,17,-6,-52
yeast cln2 rad14,68,36,-51,18,-24,-9,-17,-3,-15,-24
